Screening data deposited in PubChem BioAssay by several laboratories.
Avidin fluor: compound fluoresces at 488/530 nm on avidin beads. compound fluorescence 488/530 nm, flow cytometry; stronger effect = higher value. fluorescence (KMESF) at 10 µM. actives 0.38% (n = 220,000). AID 1775; in the data active = fluorescence above about 47; also: inactives centre near 10
Rab2 wt GTP: changes GTP binding to wildtype dog Rab2A, up or down. P61105. GST-Rab2 wt beads, Bodipy-GTP binding, flow cytometry. GTP binding activity, % at 10 µM. actives 0.19% (n = 190,000);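 active = GTP binding activity at least 20 points away from 100%, either lowered or raised; inconclusive = signal likely due to the compound's own green fluorescence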;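 also: 0% = beads with excess unlabeled GTP and 100% = no-compound control corrected for plate trend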
HRas wt GTP: human HRas wildtype GTP binding, change in either direction | GST-Ras wt beads, Bodipy-FL-GTP binding, flow cytometry; actives lie on both sides | AID 759 | actives 0.14% (n = 190,000) | GTP binding activity, % at 10 µM | P01112;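 active = GTP binding activity at least 20% away from the 100% baseline, either lowered as inhibitor or raised as activator; inconclusive = flagged as likely green fluorescent, judged across all proteins in the well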;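 also: 0% = unlabeled GTP competition control and 100% = no-compound control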
Target sequence (P01112 whole entry, looked up): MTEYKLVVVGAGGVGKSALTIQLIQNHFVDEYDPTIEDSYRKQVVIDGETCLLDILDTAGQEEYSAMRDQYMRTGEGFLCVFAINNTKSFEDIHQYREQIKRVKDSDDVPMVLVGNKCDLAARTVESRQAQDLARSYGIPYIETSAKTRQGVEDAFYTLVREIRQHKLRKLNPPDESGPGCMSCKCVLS
Cdc42 wt GTP: modulators (inhibitors or activators) of GTP binding to human Cdc42 wildtype; P60953; GST-Cdc42 beads, Bodipy-GTP binding, flow cytometry; actives lie on both sides; percent activity (GTP binding), % at 10 µM; actives 0.2% (n = 190,000);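 active = percent activity GTP binding at least 20 points away from the 100% baseline, either down as inhibitor or up as activator; inconclusive = compound flagged as likely green fluorescent from well-wide comparison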;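 also: median bead fluorescence of bound Bodipy-FL-GTP at 100 nM; 0% = excess unlabeled GTP control and 100% = no compound control; below 100% means less GTP binding so inhibitor and above means activator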
Target sequence (P60953 whole entry, looked up): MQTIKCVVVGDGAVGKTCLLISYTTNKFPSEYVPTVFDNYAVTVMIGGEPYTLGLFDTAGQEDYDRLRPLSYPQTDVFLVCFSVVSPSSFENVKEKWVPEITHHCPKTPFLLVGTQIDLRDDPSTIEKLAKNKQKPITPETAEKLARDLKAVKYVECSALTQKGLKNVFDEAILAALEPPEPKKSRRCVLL
Mcl1-Bid inh: Mcl-1/Bid interaction inhibition. Q07820. TR-FRET Mcl-1/Bid-Dy647 peptide binding, 1536-well. inhibition, % at 21.7 µM. actives 0.97% (n = 220,000). AID 1021;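 active = compounds that cut the binding signal by more than half at the single screening dose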;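 also: His-tagged Mcl-1 with europium anti-His antibody binding Bid BH3 peptide; 0% = Mcl-1 plus peptide wells and 100% = peptide-only wells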
Target sequence (Q07820 whole entry, looked up): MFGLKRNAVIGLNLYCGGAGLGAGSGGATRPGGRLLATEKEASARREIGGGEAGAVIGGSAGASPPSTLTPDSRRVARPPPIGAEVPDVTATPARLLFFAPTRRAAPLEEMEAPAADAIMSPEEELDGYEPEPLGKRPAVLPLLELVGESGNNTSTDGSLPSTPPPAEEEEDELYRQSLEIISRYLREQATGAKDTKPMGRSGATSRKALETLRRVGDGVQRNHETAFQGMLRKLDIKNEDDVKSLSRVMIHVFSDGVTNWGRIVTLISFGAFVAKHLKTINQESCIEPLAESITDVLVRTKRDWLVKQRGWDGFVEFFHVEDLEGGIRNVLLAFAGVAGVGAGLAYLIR
Rac1 mut GTP: human Rac1 activated mutant GTP binding change; GST-Rac1 activated beads, fluorescent GTP binding, flow cytometry; actives lie on both sides; 100% means binding = to untreated wells; percent activity (GTP binding), % at 10 µM; actives 0.11% (n = 190,000);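 active = GTP binding at least 20 percentage points away from the 100% baseline, in either direction, so actives lie on both sides; inconclusive = Compound likely fluorescent itself, or too few beads counted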
Pf gamet viab: P. falciparum stage V gametocyte viability inhibition. P. falciparum stage V gametocytes, ATP luminescence, 24 h. inhibition, % at 10.9 µM. actives 0.065% (n = 150,000). AID 743093;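 active = inhibition above the mean plus 3 SD of compounds within the control limits, set per campaign, cut at about 38% in these data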;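 also: 0% = DMSO wells and 100% = medium only without gametocytes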
Rab7 wt modul: modulators of GTP binding to dog Rab7 wildtype GTPase | GST-Rab7 beads, fluorescent GTP binding, flow cytometry; actives lie on both sides; untreated = 100%, excess cold GTP = 0% | GTP binding activity (percent of control), % at 10 µM | actives 0.055% (n = 190,000) | AID 758;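 active = fluorescent GTP binding to Rab7 beads changed by at least 20 points from the 100% baseline, either direction, mostly lower; inconclusive = compound itself probably fluorescent, or too few beads counted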;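 also: median green fluorescence of bound Bodipy-FL-GTP per Rab7 bead population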
Mcl1-Noxa inh: Mcl-1/Noxa interaction inhibition. Q07820. TR-FRET Mcl-1/Noxa peptide binding, 2 h. inhibition, % at 21.7 µM. actives 1.5% (n = 220,000). AID 1022;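 active = compounds that cut the protein-peptide binding signal by more than 50% relative to plate controls in a single-dose test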;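 also: His-tagged Mcl-1 with rhodamine Noxa BH3 peptide and terbium anti-His antibody; 0% = Mcl-1 plus Noxa peptide wells and 100% = peptide-only wells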
Rac1 wt GTP bind: alters GTP binding to wildtype human Rac1; P63000; GST-Rac1 beads, fluorescent GTP binding, flow cytometry; actives lie on both sides; 0 = cold GTP competed, 100 = untreated; GTP binding activity (% of control), % at 10 µM; actives 0.27% (n = 190,000);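 active = GTP binding activity at least 20 points away from the 100% control level, either lower or higher; inconclusive = compound flagged as likely green fluorescent, judged across all proteins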
Bim-Mcl-1: human Bim-Mcl-1 interaction inhibition. actives 0.1% (n = 190,000). Bead-based flow cytometry, Bim peptide-Mcl-1 binding. Q07820. inhibition, % at 10 µM; in the data active = inhibition above about 40%;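 also: 0% = no compound tracer wells and 100% = peptide blocker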
* hit, by the source's call; ? = inconclusive; . = not tested or not shown.

Every second line gives: Avidin fluor	Rab2 wt GTP	HRas wt GTP	Cdc42 wt GTP	Mcl1-Bid inh	Rac1 mut GTP	Pf gamet viab	Rab7 wt modul	Mcl1-Noxa inh	Rac1 wt GTP bind	Bim-Mcl-1
1	COc1ccc(N(CC(=O)Nc2c(C)cccc2C)S(=O)(=O)c2ccccc2[N+](=O)[O-])c(OC)c1
→ 10	96	94	96	-15	94	.	98	-4	97	-2
2	COc1ccccc1S(=O)Cc1ccc(C(=O)NCc2ccccc2Cl)o1 (centres undefined)
→ 6	98	97	98	-20	99	.	96	4	100	-3
3	N#Cc1ccc(C(=O)N/N=C/c2cn(CC(=O)O)c3ccccc23)c(F)c1
→ 12	102	101	100	5	99	-10	98	22	99	-1
4	CN(C)CC(=O)c1ccc(-c2ccccc2)cc1
→ 3	98	99	98	6	98	-42	98	33	103	0
5	Cc1n[nH]c(=O)nc1N1CCc2ccccc2C1
→ 15	97	96	99	-2	98	.	96	38	96	0
6	Cc1ccccc1SCc1noc(C(=O)NCC2CCCO2)c1C(=O)O (centres undefined)
→ 12	93	94	93	3	92	-23	93	19	93	-3
7	CCCCCCCn1ccc(O)c(CC(=O)OC)c1=O
→ 12	98	96	93	-24	95	14	94	3	97	-1
8	COC(=O)c1ccc(C(=O)OC)c(N)c1
→ 8	101	102	106	-10	102	.	102	3	106	2
9	COc1ccc(N2CCN(C(CNC(=O)C(=O)NCc3cccs3)c3ccco3)CC2)cc1 (centres undefined)
→ 8	94	94	90	-38	94	2	95	29	93	-2
10	O=S(=O)(Nc1nc2ccccc2nc1N1CCN(c2ccccc2)CC1)c1ccc(F)cc1
→ 3	93	97	96	19	91	-15	96	12	99	-3
11	CC(C)(C)Sc1ccc2nc3c(n2c1)CCCC3
→ 5	97	96	97	9	98	3	90	30	100	-4
12	COC(=O)C1=C(C)N(Cc2ccc(C)cc2)C(=O)/C1=C\c1cc(OC)c(OC)c(OC)c1
→ 7	99	100	91	-13	97	.	103	19	97	-3
13	CCc1ccc(OCc2nnc(SCc3ccc(C(=O)O)cc3)o2)cc1
→ 23	98	98	95	-5	96	4	102	5	95	0
14	COC(=O)c1c(NC(=O)/C=C/C(=O)O)sc(Cc2ccccc2)c1C
→ 3	94	95	92	-9	91	.	98	14	93	-5
15	CN1/C(=C\C(=O)Nc2ccc(F)cc2)C(C)(C)c2ccccc21
→ 5	100	100	100	-55	98	-25	100	2	105	-4
16	C=CCNCCCCOc1ccc(C)cc1[N+](=O)[O-]
→ 15	103	102	103	22	99	-3	103	21	108	-2
17	Cc1cccc(C)c1Nc1nnc(SCC(=O)Nc2cc(S(=O)(=O)N3CCCCC3)ccc2Cl)s1
→ 12	99	99	97	-56	98	-8	102	9	103	-4
18	CCc1cc2c(=O)c(-c3ccc4c(c3)OCCO4)coc2cc1OS(C)(=O)=O
→ 16	99	100	100	-74	97	.	100	-6	103	-4
19	OCC1(Cc2cccc(C(F)(F)F)c2)CCN(Cc2cc(F)cc(F)c2)CC1
→ 10	97	97	98	-40	95	-6	96	-7	98	1
20	Cc1ccc(C(c2sc3nc(C)nn3c2O)N2CCN(c3ccccc3F)CC2)cc1 (centres undefined)
→ 12	100	99	101	-18	100	.	96	12	101	-9

A different layout for some results above.
5) Cc1n[nH]c(=O)nc1N1CCc2ccccc2C1
6) Cc1ccccc1SCc1noc(C(=O)NCC2CCCO2)c1C(=O)O (centres undefined)
7) CCCCCCCn1ccc(O)c(CC(=O)OC)c1=O
8) COC(=O)c1ccc(C(=O)OC)c(N)c1
9) COc1ccc(N2CCN(C(CNC(=O)C(=O)NCc3cccs3)c3ccco3)CC2)cc1 (centres undefined)
10) O=S(=O)(Nc1nc2ccccc2nc1N1CCN(c2ccccc2)CC1)c1ccc(F)cc1
11) CC(C)(C)Sc1ccc2nc3c(n2c1)CCCC3
12) COC(=O)C1=C(C)N(Cc2ccc(C)cc2)C(=O)/C1=C\c1cc(OC)c(OC)c(OC)c1
13) CCc1ccc(OCc2nnc(SCc3ccc(C(=O)O)cc3)o2)cc1
14) COC(=O)c1c(NC(=O)/C=C/C(=O)O)sc(Cc2ccccc2)c1C
Compound | 5 | 6 | 7 | 8 | 9 | 10 | 11 | 12 | 13 | 14
Avidin fluor | 15 | 12 | 12 | 8 | 8 | 3 | 5 | 7 | 23 | 3
Rab2 wt GTP | 97 | 93 | 98 | 101 | 94 | 93 | 97 | 99 | 98 | 94
HRas wt GTP | 96 | 94 | 96 | 102 | 94 | 97 | 96 | 100 | 98 | 95
Cdc42 wt GTP | 99 | 93 | 93 | 106 | 90 | 96 | 97 | 91 | 95 | 92
Mcl1-Bid inh | -2 | 3 | -24 | -10 | -38 | 19 | 9 | -13 | -5 | -9
Rac1 mut GTP | 98 | 92 | 95 | 102 | 94 | 91 | 98 | 97 | 96 | 91
Pf gamet viab | . | -23 | 14 | . | 2 | -15 | 3 | . | 4 | .
Rab7 wt modul | 96 | 93 | 94 | 102 | 95 | 96 | 90 | 103 | 102 | 98
Mcl1-Noxa inh | 38 | 19 | 3 | 3 | 29 | 12 | 30 | 19 | 5 | 14
Rac1 wt GTP bind | 96 | 93 | 97 | 106 | 93 | 99 | 100 | 97 | 95 | 93
Bim-Mcl-1 | 0 | -3 | -1 | 2 | -2 | -3 | -4 | -3 | 0 | -5

15) CN1/C(=C\C(=O)Nc2ccc(F)cc2)C(C)(C)c2ccccc21
16) C=CCNCCCCOc1ccc(C)cc1[N+](=O)[O-]
17) Cc1cccc(C)c1Nc1nnc(SCC(=O)Nc2cc(S(=O)(=O)N3CCCCC3)ccc2Cl)s1
Compound | 15 | 16 | 17
Avidin fluor | 5 | 15 | 12
Rab2 wt GTP | 100 | 103 | 99
HRas wt GTP | 100 | 102 | 99
Cdc42 wt GTP | 100 | 103 | 97
Mcl1-Bid inh | -55 | 22 | -56
Rac1 mut GTP | 98 | 99 | 98
Pf gamet viab | -25 | -3 | -8
Rab7 wt modul | 100 | 103 | 102
Mcl1-Noxa inh | 2 | 21 | 9
Rac1 wt GTP bind | 105 | 108 | 103
Bim-Mcl-1 | -4 | -2 | -4

2 entries from above, screen by screen.
14) COC(=O)c1c(NC(=O)/C=C/C(=O)O)sc(Cc2ccccc2)c1C
16) C=CCNCCCCOc1ccc(C)cc1[N+](=O)[O-]
Assay by compound	14	16
Avidin fluor	3	15
Rab2 wt GTP	94	103
HRas wt GTP	95	102
Cdc42 wt GTP	92	103
Mcl1-Bid inh	-9	22
Rac1 mut GTP	91	99
Pf gamet viab	.	-3
Rab7 wt modul	98	103
Mcl1-Noxa inh	14	21
Rac1 wt GTP bind	93	108
Bim-Mcl-1	-5	-2

Remaining list, next part:
Every second line gives: Avidin fluor	Rab2 wt GTP	HRas wt GTP	Cdc42 wt GTP	Mcl1-Bid inh	Rac1 mut GTP	Pf gamet viab	Rab7 wt modul	Mcl1-Noxa inh	Rac1 wt GTP bind	Bim-Mcl-1
21	O=C(Cn1cnc2ccccc2c1=O)NCC1COc2ccccc2O1 (centres undefined)
→ 3	98	100	100	-24	98	.	95	13	100	7
22	COc1cc(N=c2c([N+](=O)[O-])nn(-c3ccc4c(c3)OCCO4)n2O)cc(OC)c1
→ 6	98	100	100	-6	99	-1	101	16	102	-1
23	CC(=O)Nc1ccc(C(=S)NCc2ccco2)cc1
→ 7	99	103	104	-61	101	8	103	-4	111	2
24	CCC(=O)c1c(NCCc2ccccc2)cc(C)oc1=O
→ 12	98	98	96	-35	95	8	105	17	100	-1
25	COc1ccc2nc(N3CCOCC3)cc(C)c2c1
→ 7	93	96	98	-8	96	.	91	6	96	0
26	CCOC(=O)c1c(NC(=O)c2ccc(N3C(=O)C4C5C=CC(C5)C4C3=O)cc2)sc2c1CCCC2 (centres undefined)
→ 13	102	101	101	-4	97	10	104	-27	108	-6
27	CC1CN(C2CCN(C(=O)c3cccc(Cl)c3)CC2)CC(C)O1 (centres undefined)
→ 33	96	100	99	20	96	.	97	26	98	-3
28	CCSc1ncnc2c1sc1nc(-c3ccco3)c3c(c12)CC(C)(C)OC3
→ 12	101	102	102	-12	98	.	102	28	101	2
29	CCCSc1ccc2nc(NC(=O)OC)[nH]c2c1
→ 4	101	99	101	-18	99	.	102	10	98	-1
30	CS(=O)(=O)c1ccc2nc(NC(=O)CN3CCN(Cc4ccccc4)CC3)sc2c1
→ 37	98	100	102	-10	97	-28	98	25	98	-3
31	Cc1ccc(S(=O)(=O)NC(=O)N2CCCC(C)(C)C2)cc1
→ 9	98	101	104	-3	99	-14	101	2	102	1
32	CC(C)c1ccc(-c2nnc(N)s2)cc1
→ 3	98	101	99	-2	97	.	97	6	101	-5
33	O=C(Nc1nc2ccccc2n1CCOc1ccccc1)c1ccco1
→ 11	95	96	94	-11	92	5	94	.	87	-4
34	O=C(O)/C=C\C(=O)Nc1ccccc1C#Cc1ccccc1
→ 1	91	93	95	-9	90	7	94	11	94	-4
35	Nc1cc(Cl)ccc1C(=O)OCC(=O)NC(=O)NCc1ccccc1
→ 3	87	99	92	-8	88	-25	98	-23	93	-1
36	Fc1cccc(NC(=S)NCCCN2CCOCC2)c1
→ 4	?	?	?	-10	?	-44	?	-17	?	-2
37	COc1ccc(OC)c(N(CC(=O)N2CCc3ccccc3C2)S(C)(=O)=O)c1
→ 9	100	101	100	-6	98	18	101	22	102	1
38	C=CCn1c(N)cc(=O)nc1SCC(=O)Nc1ccc2ccccc2c1
→ 7	101	103	101	-1	100	.	101	22	107	-2
39	COc1ccc(-n2c(Cc3cccn3C)nnc2SCC(N)=O)cc1
→ 7	99	102	101	-18	98	.	102	-2	105	3
40	O=C(Nc1ccccc1)c1ccc(=O)n(Cc2cccc(Cl)c2)c1
→ 8	97	97	96	-6	90	-18	95	-11	95	0
41	O=C1NC(Cc2c[nH]c3ccccc23)C(=O)N1CCOc1ccc(F)cc1 (centres undefined)
→ 10	99	101	101	-53	96	-21	100	-10	105	6
42	O=C(O)c1cc2nc3c(c(C(F)(F)F)n2n1)CCCC3
→ 10	95	97	94	-14	96	.	95	12	97	0
43	Cc1occc1C(=O)NNC(=O)Nc1ccc([N+](=O)[O-])cc1
→ 14	95	95	94	82*	93	.	96	4	89	0
44	CCC1(C)NC(=O)N(CC(=O)Nc2sc3c(c2C(N)=O)CCC3)C1=O (centres undefined)
→ 3	106	104	104	-43	101	.	108	45	113	28
45	CCC(C)NC(=O)c1ccccc1NC(=O)CN(c1ccc(OC)cc1)S(C)(=O)=O (centres undefined)
→ 10	103	104	105	-7	102	15	105	-3	106	-2
46	COc1ccc(NS(=O)(=O)c2ccc(O)c(NC(=O)c3cc4c(C)nn(-c5ccc(F)cc5)c4s3)c2)cc1
→ 6	99	99	97	7	99	.	104	65*	99	2
47	O=C(/C=C/Nc1cccc(O)c1)c1ccccc1
→ 16	99	105	103	-89	98	.	102	12	103	-3
